# Screening results: PubChem BioAssay, several laboratories
# HGIII-sPLA2 inh – Inhibits HGIII-sPLA2 liposome hydrolysis, primary screen; QFRET BODIPY PC-A2 liposome hydrolysis, fluorescence; inhibition, % at 12.2 µM; 0.56% of 370,000 active;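 active = inhibition above mean plus 3 SD of compounds lying within the high and low control bounds, cut at about 19% in these data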;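 note: 0% = median of test compound wells and 100% = no enzyme DMSO wells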
# hgDAF12 agonist – agonists of H. glycines DAF-12 nuclear receptor; HEK293 GAL4-hgDAF12 UAS-luciferase reporter, agonist luminescence; normalized to butyrate control; activation, % at 6.8 µM; 1.8% of 370,000 active;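 active = activation above a cutoff set at the mean of all screened compounds plus 3 SD, cut at about 10% in these data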;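 note: 0% = DMSO wells and 100% = sodium butyrate wells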
# DAX1 inh-1 – inhibitors of DAX1 repression of SF-1 activated StAR promoter. HEK293T StAR-luciferase reporter, SF-1/DAX-1 repression relief. inhibition, % at 6.8 µM. 1.1% of 370,000 active. AID 652010;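 active = inhibition above the mean over all tested compounds plus 3 SD, cut at about 3.6% in these data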;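 note: 0% = DAX-1 cells with DMSO and 100% = cells lacking DAX-1 with DMSO; higher inhibition means more luminescence from relief of DAX-1 repression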
# NR1D1 modulator – modulates human Rev-erb alpha binding to DNA. Rev-erbα–FITC-DNA binding, fluorescence polarization, 90 min. P20393. activity, % at 10 µM. 0.79% of 370,000 active. AID 1259318;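 active = activity above about 14%, limit read from the data; passing the limit was not always enough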;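 note: 0% = DMSO wells with 35 nM protein and 100% = DMSO wells with 750 nM protein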
# DAX1 inh-2 – NR0B1 (DAX1) inhibition; 0.99% of 340,000 active; HEK293 Gal4-DAX1 luciferase reporter, luminescence; AID 504766; inhibition, % at 6.75 µM;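 active = inhibition above the mean over all tested compounds plus 3 SD, cut at about 4.2% in these data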;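 note: 0% = DAX1-transfected cells with DMSO and 100% = empty-vector control cells with DMSO; inhibition shows as a rise in luminescence from relieved DAX1 repression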
# PLC-beta3 inh – PLC-beta3 (human) inhibition, primary screen; Purified PLC-beta3, fluorogenic substrate, fluorescence; inhibition, % at 12.2 µM; 0.18% of 370,000 active; AID 720704; in the data active = inhibition above about 11%;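 note: 0% = median of compound wells on plate and 100% = full blocker control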
# Target sequence (Q01970 whole entry, looked up): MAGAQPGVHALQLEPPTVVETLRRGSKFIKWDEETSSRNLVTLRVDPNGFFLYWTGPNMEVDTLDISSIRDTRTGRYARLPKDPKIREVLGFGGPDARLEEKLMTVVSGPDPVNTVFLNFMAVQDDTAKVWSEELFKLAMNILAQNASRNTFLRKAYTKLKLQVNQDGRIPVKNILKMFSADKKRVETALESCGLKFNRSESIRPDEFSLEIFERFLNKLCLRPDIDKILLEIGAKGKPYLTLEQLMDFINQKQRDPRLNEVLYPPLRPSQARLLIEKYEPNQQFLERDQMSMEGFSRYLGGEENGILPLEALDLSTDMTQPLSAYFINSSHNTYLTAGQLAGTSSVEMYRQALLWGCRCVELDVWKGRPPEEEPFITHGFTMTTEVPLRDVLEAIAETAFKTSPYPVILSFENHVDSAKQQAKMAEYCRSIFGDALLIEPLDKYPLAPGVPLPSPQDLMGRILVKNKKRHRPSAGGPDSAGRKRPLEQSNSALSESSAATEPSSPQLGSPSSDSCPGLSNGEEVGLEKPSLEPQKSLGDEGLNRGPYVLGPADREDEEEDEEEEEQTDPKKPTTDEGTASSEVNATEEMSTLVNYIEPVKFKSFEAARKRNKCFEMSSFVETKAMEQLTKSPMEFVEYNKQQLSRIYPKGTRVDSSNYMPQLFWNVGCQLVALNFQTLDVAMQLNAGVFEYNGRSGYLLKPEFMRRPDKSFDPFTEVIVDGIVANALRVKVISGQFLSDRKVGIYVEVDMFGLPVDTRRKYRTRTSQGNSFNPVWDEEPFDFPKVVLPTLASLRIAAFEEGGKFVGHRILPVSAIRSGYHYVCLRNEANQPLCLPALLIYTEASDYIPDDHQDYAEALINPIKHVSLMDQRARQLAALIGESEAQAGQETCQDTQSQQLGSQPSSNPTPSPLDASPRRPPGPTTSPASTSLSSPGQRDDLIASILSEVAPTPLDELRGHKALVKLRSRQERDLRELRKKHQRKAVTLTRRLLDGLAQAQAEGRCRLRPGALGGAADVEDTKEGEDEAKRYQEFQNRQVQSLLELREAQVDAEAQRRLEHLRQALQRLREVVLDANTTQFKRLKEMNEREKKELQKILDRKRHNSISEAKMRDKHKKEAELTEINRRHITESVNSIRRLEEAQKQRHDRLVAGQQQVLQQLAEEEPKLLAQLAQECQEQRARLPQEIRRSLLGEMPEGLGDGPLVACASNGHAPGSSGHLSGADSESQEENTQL
# hcDAF-12 act – H. contortus DAF-12 activation, primary screen. HEK293 hcDAF-12 lit1-tk-luc reporter, luminescence; 0% DMSO, 100% Δ7-dafachronic acid. activation, % at 6.8 µM. 1.4% of 370,000 active;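 active = activation above the mean of all tested compounds plus 3 SD, cut at about 5.5% in these data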;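 note: 100% = response to 3 µM Δ7-dafachronic acid high control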
# SMARCA2 act – activators of SMARCA2 function; MG213 cells, MMTV-luciferase reporter, dexamethasone, overnight; AID 652017; 1% of 370,000 active; activation, % at 9.1 µM; in the data active = activation above about 7.8%;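 note: 0% = vehicle wells and 100% = reference activator wells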
# PG9 Ab binder – PG9 antibody binding by small molecule; TR-FRET gp120-PG9 antibody binding; inhibition, % at 6.7 µM; 0.43% of 360,000 active; AID 624416; in the data active = inhibition above about 8.5%
# GAA850 FXN act – frataxin GAA850 promoter activation. HEK293 lucGAA850 FXN promoter luciferase reporter, 24 h; percent of 10 µM SAHA response. activation, % at 6 µM. 0.56% of 360,000 active;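 active = activation above the average of all compounds screened plus 3 SD, cutoff fixed separately per campaign, cut at about 7.5% in these data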;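 note: 0% = DMSO wells and 100% = 10 µM SAHA wells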
# ssDAF12 agonist – S. stercoralis DAF-12 activation, primary screen; HEK293 ssDAF-12/GRIP1 lit1-tk-luc reporter, luminescence; % of 3 µM dafachronic acid response; activation, % at 6.8 µM; 1% of 370,000 active; AID 652126;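 active = activation above the mean over all tested compounds plus 3 SD, cut at about 0.9% in these data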;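 note: 0% = DMSO-only wells and 100% = 3 µM delta7-dafachronic acid wells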
# Starred values were filed as active, the others as inactive; x = not tested or not shown.
mol	GAA850 FXN act	HGIII-sPLA2 inh	DAX1 inh-2	PLC-beta3 inh	ssDAF12 agonist	SMARCA2 act	hgDAF12 agonist	DAX1 inh-1	PG9 Ab binder	hcDAF-12 act	NR1D1 modulator
Cc1cccc(C)c1-n1nnnc1C1c2ccccc2C(=O)N1CCc1ccc(O)cc1 (stereo not given)	x	-30	x	1	-1.1	-4	2.2	-0.1	-0.3	-1.5	0
COC1C(CO)OC(n2c3c(Cl)cccc3c3c4c(c5c6cccc(Cl)c6[nH]c5c32)C(=O)NC4=O)C(O)C1O (stereo not given)	-8.0	-12	-1.6	-156	0.3	10*	-4.4	-3.6	72*	1.6	111*
S=c1nc(-c2ccccc2)n(CCN2CCOCC2)c2c1CCCC2	-1.6	7	-0.2	-5	-1.5	-2	2.2	0.4	-1.2	-0.8	2
COc1ccc(NC(=O)COc2ccc3c(c2)OCO3)cc1	2.0	2	-0.7	-3	-0.8	0	0.5	-0.3	1.5	-0.5	4
CN(C)C(=O)CCC(=O)N1CCCC(N2CCN(c3cccc(C(F)(F)F)c3)CC2)C1 (stereo not given)	0.7	18	0.1	-2	-1.1	-1	1.7	-0.4	-0.6	-1.6	-4
C[C@@H]1CCCCO[C@@H](CN(C)C(=O)Cc2ccccc2)[C@@H](C)CN([C@H](C)CO)C(=O)c2cc(N(C)C)ccc2O1	-1.5	7	2.1	-24	-0.4	-2	0.2	-0.1	-2.1	0.0	-5
CC1CCOC2(O1)C(=O)N(CN1CCN(c3cccc(Cl)c3)CC1)c1ccccc12 (stereo not given)	2.3	15	0.5	1	0.2	-1	1.8	0.0	4.1	0.7	4
Cc1cccc(NC(=O)C2CCN(S(=O)(=O)c3ccc4c(c3)OCCO4)CC2)n1	-0.8	0	-1.7	-2	-1.6	-2	-5.0	-2.0	-1.5	-0.6	-2
COc1cc(C(=O)Nc2ccc(C)cn2)ccc1OCC(=O)N1CCOCC1	1.6	6	-0.3	-6	-1.0	-1	2.6	-1.5	0.3	-1.9	10
CSC(=NC#N)N1CCN(c2c(C)cccc2C)CC1	2.1	3	-1.1	2	-1.3	-2	-4.1	0.3	0.1	-1.8	0
CC(=O)Nc1ccc(SC[C@H](C)CN2CC[C@H](C(C)(C)C)CCC2=O)cc1	0.2	-12	0.0	1	-1.7	0	-1.7	-0.1	-2.9	-1.7	0
CN1CCN(C(=O)c2ccccc2NC(=O)c2cccs2)CC1	0.6	0	0.0	-1	-1.3	1	-0.6	1.5	1.5	0.1	-1
C=CCOc1cccn2c(N(C=O)Cc3ccc(OC)cc3)c(CC)nc12	-0.9	-3	x	-6	-1.5	-2	1.3	-1.0	0.6	-0.1	-2
COc1ccc(CNC(=O)CN2C(=O)CSc3ccc(S(=O)(=O)N4CCOCC4)cc32)cc1	1.0	5	0.5	0	-0.8	-2	0.4	0.1	2.8	-0.2	-4
CC(C)CNS(=O)(=O)c1ccc(CCC(=O)O)cc1	1.0	3	-0.5	-3	-1.5	0	0.3	0.1	1.6	-0.7	0
c1cnn2c(-c3ccc4c(c3)CCO4)cnc2c1	-0.8	8	x	-394	-1.2	-1	14*	1.3	-0.5	-1.4	0
NS(=O)(=O)c1ccc(NC(=O)Nc2ccc(C(F)(F)F)cc2)cc1	2.6	-28	x	-4	-1.2	0	2.6	-0.3	-0.5	-2.4	-1
Cc1c(CCC(=O)N[C@@H](CC(C)C)C(=O)O)c(=O)oc2c(C)c3oc4c(c3cc12)CCCC4	-3.1	-21	1.5	-426	-1.8	-4	-5.8	-0.1	0.7	-3.5	-3
COc1cc(C(=O)O)ccc1O	0.4	3	-0.1	0	-0.6	1	-1.1	0.2	-1.1	-1.5	-4
Cc1ccc(-n2c(CSc3nc(C)cc(C)n3)nnc2SCC(=O)NCc2ccco2)cc1	-0.5	-6	-0.3	1	0.9*	0	3.5	0.8	-0.4	5.6*	-2
O=C(Cc1ccc(Cl)cc1)N/N=C/c1c(Cl)cccc1Cl	1.2	3	-0.4	4	-0.8	-2	4.9	-0.6	-1.5	0.1	0
O=C(c1cccc(C(F)(F)F)c1)C1CCCN(C(=O)c2cc(C3CC3)[nH]n2)C1 (stereo not given)	2.2	-6	-0.5	-5	-1.9	-2	-2.8	-0.2	0.1	-2.7	0
Cc1ccc(CC(=O)N/N=C/c2ccc3c(c2)OCO3)cc1	3.6	0	0.9	-6	-0.8	-1	-1.6	0.5	-1.5	-1.3	-8
Cc1nn(C)cc1CN(C)S(=O)(=O)c1cccc([N+](=O)[O-])c1	-0.6	0	-0.2	1	-1.7	-3	-3.2	-0.7	0.1	-0.1	2
CC(=O)CSc1nc2c(c(=O)[nH]c(=O)n2C)n1Cc1ccccc1Cl	4.3	-2	2.6	-7	-1.2	-4	-2.6	-0.1	0.8	-1.0	-4
O=C(c1ncc[nH]1)c1ccco1	-0.1	9	1.3	0	-1.0	-3	1.6	-0.5	0.3	-1.0	-6
O=S(=O)(c1cccc2cccnc12)N1CCN(Cc2ccccc2)CC1	2.1	-8	-0.4	-1	-0.9	3	-2.4	0.5	0.2	-0.6	1
COCc1ccc(C(=O)Nc2cccc(S(=O)(=O)N(C)c3ccccc3)c2)cc1	-3.6	-21	-4.4	-1	-1.9	-2	-2.8	-3.6	0.0	-3.4	-3
O=S(=O)(Nc1nc(-c2ccccc2)cs1)c1cccc(C(F)(F)F)c1	1.0	-48	2.3	-11	-0.4	-2	-0.9	0.1	-0.1	2.1	-7
COc1cc(-c2cnc3c(NC(C)=O)cc(-c4ccccc4CN(C)C)cn23)cc(OC)c1OC	-3.3	-8	x	-191	-0.6	-4	0.9	0.0	1.2	-0.8	7
CCCOP(=O)(c1ccc(N(C)C)cc1)C(Nc1ccccc1)c1ccc(N(C)C)cc1 (stereo not given)	-0.8	13	-0.5	4	-0.9	-2	1.1	0.0	1.2	-0.4	-1
COc1ccc(NC(C)=O)cc1S(=O)(=O)N(C)Cc1c(C)nn(-c2ccccc2)c1C	-0.4	10	-0.9	-10	-1.0	-1	0.8	1.7	0.9	-2.3	-4
COCCNC(=O)c1ccc2snnc2c1	-4.4	1	1.0	1	-1.2	-4	1.6	-0.6	-0.5	-0.8	4
Cc1oc2ccccc2c1CNC(=O)N(C)C	1.9	5	-0.6	2	-0.9	-6	-2.2	-0.2	-0.6	-1.3	-4
O=C(O)C(Cc1ccc(O)cc1)N1C(=O)C2CCCCC2C1=O (stereo not given)	1.6	3	1.9	-2	-0.7	-2	-2.8	-0.2	0.5	-1.6	-2
Cn1c2ccccc2c(=O)c2ccc(C#CC3(O)CCCCC3)cc21	-10	-29	-3.7	-329	-1.7	-1	-6.0	-0.7	-0.1	0.2	0
CC1CCCCC1NC(=O)C1CCCN1S(=O)(=O)c1cccc2nsnc12 (stereo not given)	-0.6	-1	-0.7	3	-0.9	-1	0.6	-0.1	1.2	-3.8	0
Cc1c(C(=O)N2CCC2)oc2ccc(Br)cc12	2.9	-4	0.5	-6	-0.9	1	3.6	1.2	-3.1	-1.0	1
CC(=O)c1cc(-c2ccccc2)n(CC(=O)NCc2ccc(F)cc2)c1C	x	0	x	0	-1.5	-6	-0.8	-0.7	x	-3.2	-2
O=C(CCCc1cccs1)Nc1nc2c(s1)CCCC2	4.4	2	3.9	-3	1.0*	3	5.4	2.0	3.0	3.7	-4
CCOc1ccc(CCNC(=O)C2CCCN(S(=O)(=O)c3c(C)n[nH]c3C)C2)cc1OCC (stereo not given)	-1.9	-5	1.1	7	-0.9	-6	-1.1	0.6	-3.3	-1.5	2
O=C(CSc1nnc(CNC(=O)c2ccccc2)o1)NCC1CCCO1 (stereo not given)	-1.0	2	0.4	-1	-0.4	-2	-0.4	-0.9	0.1	-2.2	-2
COC(=O)c1ccccc1NC(=O)CCCn1nc(C)c2c(C)n(-c3ccccc3)nc2c1=O	0.3	1	0.0	-4	0.2	-1	0.9	-0.1	0.8	-0.9	-3
CCN(c1cccc(C)c1)S(=O)(=O)c1cc(CN2C(=O)c3cccnc3C2=O)ccc1OC	1.5	7	0.0	-5	-0.9	-1	0.3	-1.0	1.1	-2.0	4
O=C(c1c(F)c(F)c(F)c(F)c1F)N1CCN(Cc2ccc3c(c2)OCO3)CC1	-1.1	9	-0.6	-6	-1.9	-2	0.0	-0.1	0.1	-1.8	-8
N/C(=N\c1nc2ccccc2o1)NC(=O)c1ccc(F)cc1	6.3	2	2.9	-1	-0.3	-5	2.8	0.2	2.2	2.2	-2
CC(C)(C)c1ccc(C(=O)N/N=C/c2cccc(Cl)c2)cc1	0.7	5	0.0	4	-1.1	6	2.3	0.6	-0.9	0.4	-3
Cc1nc(SCC(=O)Nc2ccccc2C(F)(F)F)c(C#N)c(C)c1CC(=O)c1ccc(Br)cc1	x	0	x	-2	-1.4	-1	0.4	0.7	1.2	1.0	43*
Cc1cccc(NC(=O)c2cccc(N3C(=O)C4C5C=CC(C6CC56)C4C3=O)c2)c1 (stereo not given)	-0.6	-17	-2.2	-2	-1.1	-2	-0.6	-3.2	-2.8	-1.1	-9
CCCCC[C@H]1CN(C2CCCCC2)C(=O)[C@@H]1CC(=O)NCc1ccccc1	-2.3	-8	0.3	5	-1.7	-2	-1.1	-0.6	-0.8	-1.9	-4

# The results go on.
mol	GAA850 FXN act	HGIII-sPLA2 inh	DAX1 inh-2	PLC-beta3 inh	ssDAF12 agonist	SMARCA2 act	hgDAF12 agonist	DAX1 inh-1	PG9 Ab binder	hcDAF-12 act	NR1D1 modulator
NC(=O)c1cc(-c2ccccc2)nc(N2CCCCCC2)n1	-0.1	-10	0.5	-21	-1.6	3	-1.0	0.2	-3.1	-2.0	0
Cc1ccccc1-c1nc(CS(=O)CC(=O)NC2CCCCC2)c(C)o1 (stereo not given)	2.7	3	-0.4	-8	-1.1	-3	-0.2	0.3	1.8	-1.6	-5
COc1ccc(N2CCN(Cc3nc4scc(-c5cccs5)c4c(=O)[nH]3)CC2)cc1	-0.7	-1	-0.1	-9	-1.6	-4	-2.8	-0.4	-1.2	0.1	-4
O=C(O)C/C(=C\c1cccc(NC(=O)c2ccccc2Cl)c1)c1nc2ccccc2s1	1.5	-2	-1.9	-53	-1.1	-2	0.2	0.1	-0.1	0.8	0
O=C(O)CCSc1nc2ccccc2n1Cc1ccccc1	2.5	7	3.0	-2	-1.0	-4	-0.5	0.4	-0.8	-0.2	1
CCN(CC)C(=O)c1cccc(-c2csc(C(O)c3cccc(Cl)c3)n2)c1 (stereo not given)	0.0	-20	x	-33	-1.4	-3	-4.6	-2.8	-1.1	-3.3	6
COc1ccc(C(C)(C)C)cc1NC(=O)OC[C@@H]1CSCCS(=O)(=O)N1	x	0	x	2	-0.7	-4	-0.2	0.2	-0.9	-0.8	-4
